M1AAP inhibition – P. falciparum M1AAP inhibitors, biochemical, fluorogenic H-Leu-NHMec substrate, 1536-well (AID 1445); recombinant M1AAP, H-Leu-NHMec fluorogenic kinetic assay; higher % means a stronger effect; hit rate 0.42% among 220,000; one-dose inhibition, % at 30 µM; IC50 in µM for titrated hits;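 active means primary inhibition above the hit cutoff, then over 50% inhibition at one or more dose response concentrations, cut at about 23% in these data, passing the limit was not always enough; inconclusive means conflicting primary data, or primary hits not chosen for dose response; inactive means low primary inhibition, or under 50% at every dose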;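 further: plate controls were DMSO full reaction for no effect and no enzyme background for full effect; strong numbers were not always called active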
AID2073 – disruptors of CaV2.2 binding to Mint1 – biochemical, HTRF (AID 2073); HTRF protein-protein interaction, Mint1-CaV2.2; higher % means a stronger effect; inhibition, % at 20 µM; hits with a dose series show IC50 in µM; hit rate 0.19% among 290,000; in the data active means inhibition mostly above about 51%, no sharp cut-off; inconclusive means no clear call, values can overlap the other calls; inactive means mostly below about 53%; further: some results filed as inactive read as strong as hits
NOD2 inhibition – NOD2 signaling inhibitors, cell-based, luminescence, uHTS, HEK293 (AID 1566). HEK293 NOD2/NF-kB luciferase reporter, luminescence; higher % means a stronger effect. inhibition, % at 4 µM; hits with a dose series show EC50 in µM. hit rate 0.63% among 290,000; further: many of its hits are not listed in these tables
Hep lipid drop – modulators of hepatic lipid droplet formation; hit rate 0.4% among 240,000; AML12 mouse hepatocytes, oleate lipid droplets, BODIPY imaging; AID 1656; inhibition, % at 6.5 µM;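 active means lipid droplet intensity inhibited by at least 50%, with more than 500 cells counted; inconclusive means wells with under 300 cells, treated as cytotoxic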
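Assay system: AML12 mouse liver cells | Compound: 6.5 µM single-point dosing | Schedule: Overnight exposure | Technique: Fluorescence imaging, 20x objective, two fields per well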
XIAP antagonists – XIAP antagonists, biochemical, IAP family, fluorescence polarization (AID 1018). XIAP BIR domain, fluorescence polarization peptide displacement; higher % means a stronger effect. hit rate 0.007% among 200,000. one-dose displacement, % at 20 µM; IC50 in µM for titrated hits; in the data active means displacement above about 50%; further: a part of the inactive calls stands beside numbers as strong as those of hits
CSM14.1 death rescue – rescue of cells from ER stress-induced death, primary screen, 384-well, CSM14.1, thapsigargin, ATP luminescence (AID 1222); 190,000 tested, under 10 active; cellular ATP content (survival), % at 20 µM; hits with a dose series show EC50 in µM; CSM14.1 thapsigargin-induced death rescue, ATP luminescence; higher % means a stronger effect;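 active means EC50 below 50 µM in the dose-response confirmation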;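 further: death triggered by thapsigargin at about 15 µM added after 2 h compound pretreatment; cell ATP read after overnight thapsigargin exposure of roughly 18 to 22 hours; normalized against plate controls of thapsigargin alone and 5% DMSO vehicle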
LYP phosphatase – PTPN22 lymphoid phosphatase activity blockers – biochemical, fluorescence intensity, uHTS (AID 1779); recombinant LYP phosphatase, fluorescence intensity; higher % means a stronger effect; inhibition, % at 11.5 µM; hits with a dose series show IC50 in µM; hit rate 0.054% among 290,000;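 further: plate controls were vehicle with enzyme for no effect and no enzyme for full effect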
SIAH1 antagonists – Siah-1 peptide-binding antagonists, primary screen, biochemical, fluorescence polarization, rhodamine-plectin, uHTS (AID 1817); Siah-1 / rhodamine-plectin peptide fluorescence polarization; higher % means a stronger effect; displacement, % at 20 µM, or IC50 in µM where a hit was titrated; hit rate 0.02% among 290,000;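 active means displacement of at least 50% at 20 µM, with a fluorescence ratio check between 0.3 and a set limit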;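 further: plate controls were Siah plus tracer with DMSO for no effect and tracer alone without Siah for full effect; strong numbers were not always called active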
P. falciparum M17LAP – P. falciparum M17LAP inhibitors, primary screen, biochemical, fluorogenic H-Leu-NHMec substrate, 1536-well (AID 1619). hit rate 0.38% among 220,000. inhibition, % at 30 µM, or IC50 in µM where a hit was titrated. recombinant M17LAP, H-Leu-NHMec fluorogenic kinetic assay; higher % means a stronger effect;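 active means compound inhibiting the enzyme by more than half at any dose during confirmatory dose-response retesting; inconclusive means strong single-dose inhibitors picked by rank but not retested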;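 further: plate controls were full reaction with DMSO carrier for no effect and no enzyme background for full effect; strong numbers were not always called active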
Hep lipid drop cells 6.5 µM – also measured in Hep lipid drop; calls as there; cell count; measured here: cell count, cytotoxicity flag;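 cells counted across two imaged fields per well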
The depositor's hits bear a star; ? = inconclusive; · = no result given. Unless noted, no stated cut-off is given here; in the data, active means inhibition above about 50%; inactive means the rest. An excerpt, so the mix of outcomes need not match the whole.

SMILES | M1AAP inhibition | AID2073 | NOD2 inhibition | Hep lipid drop | Hep lipid drop cells 6.5 µM | XIAP antagonists | CSM14.1 death rescue | LYP phosphatase | SIAH1 antagonists | P. falciparum M17LAP
O=C(CSc1ncnc2[nH]ncc12)Nc1nc(-c2ccc(F)c(F)c2)cs1 | 2% | 45% | 11% | 5 | 674 | -5.8% | 1.5% | -9% | 1% | -4%
Cc1cc(C)n2c3c(c(C#N)c2n1)CC(C)(C)OC3 | 0% | ? | 16% | · | · | -0.6% | -0.1% | -12% | -3% | -28%
CCn1c(SCC(=O)Nc2ccc(S(N)(=O)=O)cc2)nnc1-c1ccccc1OC | 9% | -9% | 18% | · | · | 1.1% | -1.3% | -1% | 4% | 5%
CCOC(=O)C1=C(C)Nc2ccccc2S1 | 7% | -39% | -7% | 0 | 583 | · | · | 6% | -3% | 12%
Cc1cc2ccccn2c1C(=O)Nc1ccccc1 | -2% | 2% | -58% | -9 | 666 | -4.7% | -0.8% | 0% | 5% | -2%
NC(=NCCc1ccccc1)NS(=O)(=O)c1ccc(F)cc1 | 2% | -2% | 8% | -4 | 647 | -2.3% | -0.2% | -2% | 9% | -7%
Cn1c(N)c(C(=O)c2ccc(F)cc2F)c(=O)n(C)c1=O | 1% | 2% | 17% | -22 | 582 | -3.9% | -1.6% | 3% | 2% | 6%
Cc1ccc2nc(NC(=O)C3CCCN(S(=O)(=O)c4cccnc4)C3)sc2c1 (stereo not drawn) | 0% | 40% | 5% | -3 | 735 | -3.4% | -1.6% | 10% | -2% | -4%
Cc1ccc(C(=O)N2CCN(c3ccccn3)CC2)cc1[N+](=O)[O-] | -2% | -2% | -6% | -1 | 685 | 1.1% | -0.2% | -1% | 7% | -5%
COc1cc(O)c(C(CC(=O)N2CCCCC2)c2ccc(N(C)C)cc2)c(OC)c1 (stereo not drawn) | -2% | -5% | -6% | 3 | 681 | · | · | -8% | 1% | -2%
COC(=O)CSc1nnc(-c2ccncc2)o1 | 15% | 3% | 8% | 4 | 740 | -5.2% | -0.9% | -2% | -4% | -2%
CC(NCc1ccc(F)cc1)C(=O)NC1CCCCC1 (stereo not drawn) | -14% | 0% | 0% | 12 | 716 | -6.2% | 0.0% | -6% | 1% | -11%
COC(=O)c1ccc2c(C(C)(C)O)c(C(C)(C)O)[nH]c2c1 | · | 17% | -12% | -2 | 802 | · | · | -14% | 3% | ·
Cc1ccc(S(=O)(=O)n2nc(OC(=O)c3c(-c4ccccc4Cl)noc3C)cc2N)cc1 | 1% | -6% | 0% | · | · | -1.6% | -2.4% | 2% | -4% | 1%
Cc1n[nH]c(=S)n1-c1ccc(Cl)cc1 | 4% | 3% | 10% | 0 | 518 | -6.2% | -0.6% | -9% | 1% | 5%
O=C(Nc1nccs1)c1ccc(COc2c(F)c(F)cc(F)c2F)cc1 | · | 0% | -26% | · | · | · | · | -2% | 1% | ·
CN1CCN(C(=O)c2ccccc2Nc2ccc(SC(F)F)cc2)CC1 | 1% | -3% | -5% | 0 | 699 | -5.0% | 1.9% | -4% | -4% | 2%
Cc1ccc(S(=O)(=O)c2nc(S(C)(=O)=O)sc2N2CCN(C)CC2)cc1 | · | 2% | 36% | -30 | 706 | · | · | -8% | 0% | ·
O=C(Nc1nccs1)c1cccc(S(=O)(=O)N2CCCCC2)c1 | -3% | 22% | 3% | 0 | 750 | -6.3% | -0.5% | -10% | -2% | -8%
CCOC(=O)c1c(C)n(-c2ccc(C)cc2)c2c(C(C(C)=O)C(=O)O)c(Br)c(O)c(O)c12 (stereo not drawn) | 16% | 13% | 13% | 2 | 700 | -1.3% | -4.5% | 1% | 0% | 7%
COc1ccc(C(=O)Oc2ccc(/C=N/O)cc2)cc1 | -1% | 0% | -9% | · | · | -5.3% | -1.2% | -10% | -4% | -1%
CC(=O)NC(CCS(C)(=O)=O)C(=O)Nc1cccc2ccccc12 (stereo not drawn) | 2% | -6% | 5% | -7 | 615 | -3.6% | -0.3% | -2% | -1% | 10%
COc1ccc(-c2nc(CN3CCN(Cc4ccccc4)CC3)c(C)o2)cc1 | · | 5% | -2% | 3 | 763 | · | · | -8% | -3% | ·
CCCNC(=O)c1cc(S(=O)(=O)N2CCc3ccccc32)cn1C | · | 9% | 52%* | -40 | 782 | · | · | -6% | 0% | ·
COC(=O)c1ccccc1NC(=O)Nc1ccc(Cl)cn1 | -1% | 1% | -45% | 15 | 700 | -5.4% | -0.3% | -2% | -2% | 3%
CC(=O)NS(=O)(=O)c1ccc(NC(=O)c2ccc3c(c2)C(=O)N(CCC(C)C)C3=O)cc1 | 10% | 6% | 0% | 2 | 672 | 1.5% | -1.8% | 5% | -4% | 20%
O=C(Nc1ccccn1)c1sc2cc([N+](=O)[O-])ccc2c1Cl | · | 10% | -68% | 0 | 837 | · | · | -6% | 0% | ·
Cc1cc(C(=O)O)cc(Br)c1N | 2% | -5% | 18% | -14 | 685 | -6.6% | -2.2% | -4% | -1% | -2%
Cc1cc(C2C(C#N)=C(N)OC3=C2C(=O)CCC3)c(C)s1 (stereo not drawn) | 6% | 4% | 10% | 21 | 777 | -2.2% | -0.3% | -7% | 1% | 0%
Cc1ccccc1NC(=S)NCc1cccn1C | 3% | -2% | 4% | 1 | 639 | -18% | -2.5% | -2% | -3% | -8%
COc1ccc(-c2[nH]ncc2C=O)cc1OC | 2% | 12% | 2% | -11 | 712 | -9.1% | 2.1% | -6% | -4% | 2%
O=C(NCc1nc2ccccc2[nH]1)c1ccccc1F | 2% | 33% | -4% | 42 | 635 | · | · | -6% | -3% | 2%
O=C(NCC1CCCO1)c1cccc(N2C(=O)C3C4C=CC(C4)C3C2=O)c1 (stereo not drawn) | -5% | 1% | 2% | -28 | 603 | -2.3% | · | -1% | 0% | -3%
O=c1c2ccccc2nc(-c2ccccc2)n1CCCn1ccnc1 | 10% | -1% | -2% | 4 | 748 | -4.4% | -4.0% | -5% | 1% | 8%
OC1COC(OCc2ccccc2)C(O)C1O (stereo not drawn) | -3% | -4% | 3% | · | · | · | · | -3% | -3% | -6%
COc1ccc(-n2nc(C(=O)NCC(=O)N3CCCCCC3)c3ccccc3c2=O)cc1OC | · | 18% | -2% | -2 | 817 | · | · | -5% | 7% | ·
O=C1CSC(c2ccc(F)cc2)N1c1nnc(C23CC4CC(CC(C4)C2)C3)s1 (stereo not drawn) | -7% | 0% | 6% | 30 | 801 | -3.7% | -0.6% | -1% | 6% | -11%
CC1Cc2ccccc2N1CC(=O)c1c(N)n(Cc2ccccc2)c(=O)n(C)c1=O (stereo not drawn) | 12% | 35% | 14% | -30 | 658 | 3.1% | 2.4% | 0% | 5% | -5%
CCC1CCCCN1CCNS(=O)(=O)c1ccc2c(c1)CCN2C(C)=O (stereo not drawn) | 12% | 4% | 2% | · | · | -4.4% | -1.3% | 3% | 1% | 4%
Cc1ccc(C)c(OCC(=O)Nc2nc3ccc([N+](=O)[O-])cc3s2)c1 | 2% | -2% | 25% | -9 | 507 | -9.2% | 1.8% | 0% | 4% | -10%
CCC(=O)N1CCc2cc(S(=O)(=O)NCCCN(CC)Cc3ccccc3)ccc21 | 1% | 0% | 0% | -3 | 774 | -3.2% | 5.5% | -4% | 2% | 6%
COc1ccc(C(=O)NC(=S)N2CCN(c3ccccc3OC)CC2)cc1OC | · | -24% | 18% | -3 | 641 | · | · | -9% | 0% | ·
CCOC(=O)c1[nH]c2ccccc2c1NC(=O)CCN1CC(C)OC(C)C1 (stereo not drawn) | -1% | 15% | 23% | · | · | -5.4% | 0.5% | 0% | 5% | 4%
CCn1cnc2cc(NC(=O)c3ccco3)ccc21 | -9% | 0% | -46% | -36 | 754 | -5.9% | -4.7% | -3% | 28% | 1%
O=C1CSC(c2ccccn2)N1c1ccc(Br)cc1 (stereo not drawn) | -4% | -3% | -1% | -11 | 708 | -1.4% | 1.1% | -8% | 6% | -3%
CCn1cc(CN2CCC(n3nccc3NC(=O)c3ccccc3OC)CC2)cn1 | · | 26% | 18% | 5 | 750 | · | · | -9% | -5% | ·
COc1cccc(-n2c(-c3ccc4[nH]c(C)c(C)c4c3)n[nH]c2=S)c1 | 6% | 21% | 25% | -7 | 701 | -7.5% | 0.0% | -4% | -1% | 1%
COC(=O)c1cccc(NC(N)=S)c1 | 1% | -2% | -10% | -8 | 712 | -1.6% | -0.9% | -8% | 8% | -3%
CCOC(=O)c1ccc(-n2c(O)c(/C=N/NC(=O)C3COc4ccccc4O3)c3ccccc3c2=O)cc1 (stereo not drawn) | ? | 22% | 12% | -6 | 626 | -4.2% | -1.6% | 4% | -6% | -11%
COc1ccc(N2CCN(C(CNC(=O)C(=O)NCC(OC)OC)c3ccco3)CC2)cc1 (stereo not drawn) | · | 6% | 16% | 28 | 745 | · | · | -12% | 9% | ·
CCn1c(SCC(=O)N(C)CC(=O)Nc2ccc(F)c(F)c2F)nnc1-c1ccco1 | · | 6% | -1% | 24 | 851 | · | · | -12% | 3% | ·
Cc1cc(C(=O)CSc2nnc(-c3ccc(F)cc3)o2)c(C)n1CC1CCCO1 (stereo not drawn) | 14% | 13% | 3% | · | · | -7.0% | -0.6% | -2% | 0% | -7%
Cc1ccc(S(=O)(=O)N2CCC3(CC2)OCCO3)s1 | · | 9% | 5% | 7 | 842 | · | · | -4% | -1% | ·

Results in Hep lipid drop cells 6.5 µM and LYP phosphatase, for 4 of the compounds above:
SMILES | Hep lipid drop cells 6.5 µM | LYP phosphatase
COc1cccc(-n2c(-c3ccc4[nH]c(C)c(C)c4c3)n[nH]c2=S)c1 | 701 | -4%
COC(=O)c1cccc(NC(N)=S)c1 | 712 | -8%
CCOC(=O)c1ccc(-n2c(O)c(/C=N/NC(=O)C3COc4ccccc4O3)c3ccccc3c2=O)cc1 (stereo not drawn) | 626 | 4%
COc1ccc(N2CCN(C(CNC(=O)C(=O)NCC(OC)OC)c3ccco3)CC2)cc1 (stereo not drawn) | 745 | -12%

Three of the entries above in order of the AID2073 value, lowest first:
SMILES | AID2073
COC(=O)c1cccc(NC(N)=S)c1 | -2%
COc1ccc(N2CCN(C(CNC(=O)C(=O)NCC(OC)OC)c3ccco3)CC2)cc1 (stereo not drawn) | 6%
CCOC(=O)c1[nH]c2ccccc2c1NC(=O)CCN1CC(C)OC(C)C1 (stereo not drawn) | 15%

Assay outcomes: PubChem BioAssay, several laboratories
